UBC9 SUMO inh: inhibitors of human SUMOylation (UBC9); P63279; HTRF SUMOylation assay, SAE1/SAE2 + UBC9, in vitro; inhibition, % at 35 µM; 290,000 tested, 0.36% active; in the data active means inhibition above about 50%, passing the limit was not always enough; further: strong numbers were not always called active
p-CIP stab down: p/CIP protein destabilization | Q05BA5 | F442A p/CIP-EGFP cells, EGFP fluorescence, 16 h | decrease of EGFP signal, % at 10 µM | 290,000 tested, 0.01% active | AID 1984;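 active means EGFP signal decrease of at least 30% at 10 µM or well 3 SD below plate mean, unless failing retest; inactive means the rest, including hits failing retest or dose response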; further: some compounds called inactive have numbers as strong as hits; many of its hits are not listed in these tables
Target sequence (Q05BA5 1-1403): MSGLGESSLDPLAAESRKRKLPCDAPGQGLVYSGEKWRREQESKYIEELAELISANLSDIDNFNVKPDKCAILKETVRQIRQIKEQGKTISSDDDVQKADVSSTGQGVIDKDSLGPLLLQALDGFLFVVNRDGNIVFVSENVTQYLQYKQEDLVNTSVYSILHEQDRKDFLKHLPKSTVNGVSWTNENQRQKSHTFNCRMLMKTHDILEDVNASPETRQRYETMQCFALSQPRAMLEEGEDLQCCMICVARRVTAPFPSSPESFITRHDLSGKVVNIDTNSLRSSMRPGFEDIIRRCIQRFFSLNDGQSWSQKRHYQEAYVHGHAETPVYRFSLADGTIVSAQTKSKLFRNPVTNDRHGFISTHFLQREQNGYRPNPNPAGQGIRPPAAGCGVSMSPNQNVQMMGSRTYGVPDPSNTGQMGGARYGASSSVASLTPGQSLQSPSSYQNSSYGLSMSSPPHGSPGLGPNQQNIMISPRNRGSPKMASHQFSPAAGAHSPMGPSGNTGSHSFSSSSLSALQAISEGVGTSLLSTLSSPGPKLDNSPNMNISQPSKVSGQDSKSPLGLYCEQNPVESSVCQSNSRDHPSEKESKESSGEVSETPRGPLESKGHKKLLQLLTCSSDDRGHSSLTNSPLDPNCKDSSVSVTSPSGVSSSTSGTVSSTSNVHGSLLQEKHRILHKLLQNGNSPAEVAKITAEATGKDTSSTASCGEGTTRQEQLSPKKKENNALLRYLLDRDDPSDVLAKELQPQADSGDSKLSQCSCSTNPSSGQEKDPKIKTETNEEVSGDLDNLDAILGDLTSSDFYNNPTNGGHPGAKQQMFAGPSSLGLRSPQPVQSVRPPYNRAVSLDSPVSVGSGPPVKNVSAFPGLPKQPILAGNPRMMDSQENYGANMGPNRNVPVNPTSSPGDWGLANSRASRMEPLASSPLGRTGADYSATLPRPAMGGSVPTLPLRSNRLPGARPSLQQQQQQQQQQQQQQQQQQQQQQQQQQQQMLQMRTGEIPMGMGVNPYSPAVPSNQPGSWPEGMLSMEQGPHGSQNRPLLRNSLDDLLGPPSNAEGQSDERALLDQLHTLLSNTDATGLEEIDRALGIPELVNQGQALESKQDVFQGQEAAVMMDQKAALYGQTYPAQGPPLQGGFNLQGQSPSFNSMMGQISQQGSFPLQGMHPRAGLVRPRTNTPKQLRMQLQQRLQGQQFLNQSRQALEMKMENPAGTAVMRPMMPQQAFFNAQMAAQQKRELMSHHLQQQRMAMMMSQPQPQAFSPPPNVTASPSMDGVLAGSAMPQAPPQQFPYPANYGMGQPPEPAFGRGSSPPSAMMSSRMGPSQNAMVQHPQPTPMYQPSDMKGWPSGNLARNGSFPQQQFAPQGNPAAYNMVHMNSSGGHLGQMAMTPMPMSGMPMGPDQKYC
MEKK3 PB1 HTS: modulators (inhibitors or enhancers) of MEK5 binding to human MEKK3 PB1 domain; binding response (% of control), % at 10 µM; Q99759; AID 1529; 290,000 tested, 1.4% active; bead-based flow cytometry, Alexa488-MEK5 binding to MEKK3; actives lie on both sides; 0 = blocked by unlabeled MEK5, 100 = vehicle;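 active means binding response more than 3 SD above or below the average of its plate-row segment, actives on both sides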;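 further: Alexa488 bead fluorescence after subtracting the streptavidin-only scavenger bead signal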
MEKK2mut PB1 HTS: signal of MEK5 binding to mutant human MEKK2 PB1 domain. bead flow cytometry, Alexa488-MEK5 binding to MEKK2 mutant. percent response, % at 10 µM. 290,000 tested, 0.35% active; in the data active means percent response above about 24%, passing the limit was not always enough; further: inactives centre near 1; some results filed as inactive read as strong as hits; reference of the scale not given here
MEKK2 WT-MEK5: raises or lowers MEK5 binding to wildtype human MEKK2 PB1 domain; binding response (% of control), % at 10 µM; 290,000 tested, 1.1% active; bead flow cytometry, Alexa488-MEK5 binding to MEKK2 WT; actives lie on both sides; Q9Y2U5; in the data active means binding response below about 67% or above about 130%
M18AAP inhibitor: PfM18AAP enzyme inhibition | recombinant PfM18AAP, H-Glu-NHMec fluorogenic cleavage | inhibition, % at 7.35 µM | 290,000 tested, 1.2% active | AID 1822;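 active means inhibition above the campaign mean inhibition over all tested compounds plus 3 SD, cut at about 28% in these data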;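 further: 0% = plate median of test compound wells and 100% = 2 mM ZnCl2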
IDE act: IDE (human) activation, cell-based | HEK cells, FAbeta-B cleavage, fluorescence polarization; 0% vehicle, 100% cell-free pure enzyme wells | activation, % at 5.96 µM | 340,000 tested, 0.073% active;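 active means activation above the mean of all tested compounds plus 3 SD, set per screening campaign, cut at about 17% in these data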
IDE inh: inhibitors of human insulin-degrading enzyme in cells. P14735. 320,000 tested, 0.41% active. AID 434962. HEK cells, FAbetaB cleavage, fluorescence polarization. inhibition, % at 5.59 µM;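 active means percent inhibition above the average of all tested compounds plus 3 SD, set per screening campaign, cut at about 16% in these data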;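 further: IDE supplied by intact live HEK cells; FP after avidin binding of uncleaved biotin substrate so inhibition keeps polarization high; 0% = DMSO wells and 100% = 60 µM reference IDE inhibitor Ii1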
NALP1 yeast inh: inhibitors of NALP1 inflammasome in yeast | S. cerevisiae NALP1/ASC/caspase-1 growth, X-gal OD620, 72 h | inhibition, % at 10 µM | 280,000 tested, 0.61% active | AID 2071; in the data active means inhibition mostly above about 24%, no sharp cut-off; inactive means mostly below about 32%; further: some compounds called inactive have numbers as strong as hits
The depositor's hits bear a star; nt = not tested or not shown.

no.	mol	UBC9 SUMO inh	p-CIP stab down	MEKK3 PB1 HTS	MEKK2mut PB1 HTS	MEKK2 WT-MEK5	M18AAP inhibitor	IDE act	IDE inh	NALP1 yeast inh
1	COc1ccc(N(CC(=O)N/N=C/c2cc3ccc(OC)cc3nc2Cl)S(=O)(=O)c2ccccc2)cc1	18	-5	123	0	101	-3	nt	5	20
2	Cc1ccc(CN2CCN(C(=O)c3ccco3)CC2)cc1	13	6	106	4	106	-5	5	7	-20
3	CCn1c(=O)c2c(nc3n2CC(C)CN3CCc2ccccc2)n(C)c1=O (stereo not given)	-2	-19	98	4	102	-10	4	-2	12
4	Cc1ccc(Nc2nc(C(=O)N3CCC(C(=O)NCc4ccccc4)CC3)cs2)cc1	-1	-10	98	-3	93	4	3	-2	4
5	Cc1nc(SCC(N)=O)c([N+](=O)[O-])[nH]1	12	-6	108	-3	101	-8	4	1	12
6	Cn1c(=O)c(C(=O)NCC2CCCO2)c(O)c2ccccc21 (stereo not given)	15	-8	108	-1	103	-3	4	-2	1
7	O=C1Cn2c(nc3ccccc32)-c2ccccc2N1	18	4	97	-2	96	-1	-1	5	16
8	COc1ccc(-c2cnc3ccccc3n2)cc1NC(=O)CNC(=O)c1ccccc1	24	-18	101	0	99	-11	-4	-1	7
9	Cc1c(NC(=O)C2CCCN2C(=O)c2cccs2)c(=O)n(-c2ccccc2)n1C (stereo not given)	nt	nt	84	6	91	-11	5	-1	nt
10	CCC(=O)OC1(C)C(=O)C=C2C=C(CCCC(=O)OC)OC=C2C1=O (stereo not given)	nt	nt	104	-3	95	nt	2	-1	nt
11	COc1cc(N)ccc1NC(=O)c1cc2ccccc2o1	-4	-3	103	-2	102	5	8	3	nt
12	CN(C(=O)CCn1c(=S)oc2ccccc21)C1CCCCC1	-2	-3	93	-4	96	0	1	-1	nt
13	CC(Oc1ccc2c(=O)c(-c3ccc(Cl)cc3)c(C(F)(F)F)oc2c1)C(=O)O (stereo not given)	-10	11	99	3	103	-4	6	2	nt
14	COc1ccc(C(=O)c2ccc(OC)c(Br)c2)cc1Br	-13	-6	103	3	96	-7	-5	-2	29
15	Cc1cc(C)nc(SCc2nnc(SCC(N)=O)n2Cc2ccco2)n1	-20	-13	113	2	111	1	0	2	6

Whole records from above. Values in the order: UBC9 SUMO inh, p-CIP stab down, MEKK3 PB1 HTS, MEKK2mut PB1 HTS, MEKK2 WT-MEK5, M18AAP inhibitor, IDE act, IDE inh, NALP1 yeast inh
`Cc1nc(SCC(N)=O)c([N+](=O)[O-])[nH]1` is listed with 12, -6, 108, -3, 101, -8, 4, 1, 12
`COc1ccc(N(CC(=O)N/N=C/c2cc3ccc(OC)cc3nc2Cl)S(=O)(=O)c2ccccc2)cc1` is listed with 18, -5, 123, 0, 101, -3, nt, 5, 20
`COc1ccc(-c2cnc3ccccc3n2)cc1NC(=O)CNC(=O)c1ccccc1` is listed with 24, -18, 101, 0, 99, -11, -4, -1, 7
`Cc1cc(C)nc(SCc2nnc(SCC(N)=O)n2Cc2ccco2)n1` is listed with -20, -13, 113, 2, 111, 1, 0, 2, 6

Returning to the listing, repeating the five entries before the break.
no.	mol	UBC9 SUMO inh	p-CIP stab down	MEKK3 PB1 HTS	MEKK2mut PB1 HTS	MEKK2 WT-MEK5	M18AAP inhibitor	IDE act	IDE inh	NALP1 yeast inh
11	COc1cc(N)ccc1NC(=O)c1cc2ccccc2o1	-4	-3	103	-2	102	5	8	3	nt
12	CN(C(=O)CCn1c(=S)oc2ccccc21)C1CCCCC1	-2	-3	93	-4	96	0	1	-1	nt
13	CC(Oc1ccc2c(=O)c(-c3ccc(Cl)cc3)c(C(F)(F)F)oc2c1)C(=O)O (stereo not given)	-10	11	99	3	103	-4	6	2	nt
14	COc1ccc(C(=O)c2ccc(OC)c(Br)c2)cc1Br	-13	-6	103	3	96	-7	-5	-2	29
15	Cc1cc(C)nc(SCc2nnc(SCC(N)=O)n2Cc2ccco2)n1	-20	-13	113	2	111	1	0	2	6
16	CN=C(Nc1cc(Cl)ccc1Cl)SC1CC(=O)N(c2ccc(C(=O)OC)cc2)C1=O (stereo not given)	-32	2	106	4	108	1	4	-1	nt
17	Cc1ccc(SCCNS(=O)(=O)c2ccc3c(c2)OCCO3)cc1	-15	-29	101	3	101	-4	3	2	10
18	CCN(CC(=O)Nc1ccc(NC(C)=O)cc1)c1ccc(C(F)(F)F)cn1	-1	0	107	-1	103	1	8	1	19
19	Cc1ccc(/C=C/C(=O)Nc2ccccc2C(N)=O)cc1	14	-1	100	-2	103	-19	3	7	36
20	COc1ccc(CO[C@@H]2O[C@H](CO)[C@@H](O)[C@H](O)[C@H]2NC(C)=O)cc1OC	12	-17	110	14	111	-8	2	nt	14
21	C/C(CC(O)c1ccc2ccccc2n1)=N/O (stereo not given)	3	-5	101	3	98	0	3	5	4
22	CCCCC(=O)N/N=C(\C)CC(=O)Nc1ccccc1Br	19	-4	102	0	103	0	-2	-4	30
23	CC(C)(C)C1CCc2nc(NC(=O)Cc3cn4ccsc4n3)sc2C1 (stereo not given)	-22	-3	100	5	106	4	5	-2	10
24	Cc1cccc(-c2nc3ccc(C(=O)NCCN4CCN(C)CC4)cc3nc2-c2cccc(C)c2)c1	24	-5	109	34*	156*	7	0	0	24
25	NC(=O)c1ccccc1NC(=O)N1CCOCC1	-4	-1	98	8	94	-3	0	2	-7
26	CC(=O)OCC1=C(C(=O)O)N2C(=O)C(NC(=O)c3ccc(COc4c(C)cccc4Cl)o3)C2SC1 (stereo not given)	14	2	103	1	108	16	-1	3	21
27	CCOc1ccccc1N1C(=O)CN(Cc2ccc(OC)c(OC)c2)C1=S	-12	2	100	-3	97	1	5	2	3
28	CC(=O)Oc1ccc(C(=O)Nc2cccc(-c3nnc(-c4ccco4)o3)c2)cc1	10	-4	106	5	104	2	6	0	6
29	Cc1cccn2c(=O)c3cc(C(=O)NC4CCCC4)c(=N)n(C4CCCCC4)c3nc12	2	-8	101	0	97	1	7	6	15
30	NC(=O)c1c(NC(=O)CSc2nnc(-c3ccco3)n2N)sc2c1CCCC2	2	-7	106	15	110	34*	4	1	29
31	Cc1ccccc1C(=O)NC(=S)NCC1CCCO1 (stereo not given)	25	-11	100	-1	103	-5	0	5	9
32	Cc1ccc(-c2nc(CS(=O)(=O)CC(=O)NCc3ccc4c(c3)OCO4)c(C)o2)cc1	9	3	99	1	100	4	2	5	3
33	N#C/C(C(=O)N1CCCCC1)=C1/N=C(NC(=O)c2ccc(F)cc2)c2ccccc21	12	-7	97	-2	93	-2	3	3	0
34	Cc1sc(NC(=O)c2ccco2)c(C(c2cccnc2)N2CCN(CCO)CC2)c1C (stereo not given)	5	3	95	-6	96	1	1	10	16
35	Cc1cc(C)n(-c2ncnc3sc(C)c(C)c23)n1	2	3	103	10	103	-12	2	2	32
36	COc1ccc(C(c2nnnn2CCc2ccccc2)N2CCN(C3CCCC3)CC2)cc1OC (stereo not given)	22	-8	105	5	111	0	0	-4	1
37	CCCCOC(=O)CSC1=C(C#N)C(c2cccnc2)C(C(=O)OCC)=C(c2ccccc2)N1 (stereo not given)	12	-11	98	-5	95	19	2	3	2
38	CCCc1nc2sc3c(c2c(=O)n1NC(=O)CCCl)CCCC3	3	6	nt	nt	nt	1	-2	-5	-4
39	CC(=O)C1=C(O)CCC1=NCCc1ccccc1	28	-9	109	2	105	-6	1	0	12
40	O=C(NC(=S)NC1CC1)c1cccnc1	-3	-3	96	1	99	-1	3	3	-6
41	N#CC(C(=O)C12CC3CC(CC(C3)C1)C2)c1nc2ccccc2[nH]1 (stereo not given)	28	-16	93	2	92	-7	4	4	10
42	CC1CCN(C(=O)Cn2nnc(-c3ccc([N+](=O)[O-])cc3)n2)CC1	17	2	109	9	114	1	4	-2	12
43	COc1ccc(C)cc1NC(=O)C1CCN(S(=O)(=O)c2cccc3cccnc23)CC1	-3	-3	97	3	99	-2	1	9	26
44	CC/C=C\[C@H](O)[C@H](O)C1=C(C)C(=O)[C@]2(O1)C(=O)N[C@@](OC)(C(=O)c1ccccc1)C2O (stereo not given in full)	1	-2	104	3	104	10	5	-1	-6
45	CC(C)N1CCc2[nH]c(=S)[nH]c(=O)c2C1	7	-3	106	14	80	12	-3	-2	18
46	O=C(O)CCc1ccc(-c2ccc(F)cc2)n1Cc1ccco1	17	-6	105	10	105	-6	-6	-3	3
47	O=C(Nc1ccc(S(=O)(=O)Nc2nccs2)cc1)c1ccc(F)c(S(=O)(=O)N2CCOCC2)c1	10	-13	103	-5	95	3	1	2	-6
48	CCC(C)(C(=O)NC1CCCCC1)N(CC1CCCO1)C(=O)Cc1cccs1 (stereo not given)	-14	7	99	-4	99	1	0	2	6
49	COc1ccc(N(CC(=O)Nc2ccc(S(=O)(=O)N3CCOCC3)cc2)S(=O)(=O)c2ccc(F)cc2)cc1	-12	-4	108	14	123	-2	0	2	14
50	O=C(/C=C/c1ccccc1)NC(=S)Nc1ccc(CN2CCOCC2)cc1	-15	-2	86	1	110	-3	-3	6	42
51	Cn1c2ccccc2c2cc(/C=N/NC(=O)c3ccccc3F)ccc21	10	-11	103	2	98	-25	3	1	36

Screening data: PubChem, several laboratories

Not all compounds are listed; rates above refer to the full screens.
